Compound activity from PubChem.
p97 ATPase inh = inhibitors of human p97 ATPase, primary screen, biochemical; Transitional endoplasmic reticulum ATPase (Homo sapiens), P55072; recombinant p97 ATPase, Kinase-Glo ATP luminescence, 3 h; inhibition, % at 8 µM; actives 0.42% (n = 220,000); AID 1481, 2009; in the data active = inhibition above about 15%;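 also: 0% = DMSO vehicle and 100% = wells lacking enzyme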
Furin inhibitor = human furin inhibitors, primary screen, biochemical, fluorescence intensity | P09958 | actives 0.061% (n = 220,000) | inhibition, % at 30 µM | purified furin, fluorogenic substrate cleavage; in the data active = inhibition above about 25%; also: inactives centre near -15
PGE2 EP2 inh = human EP2 receptor antagonists, primary screen, TR-FRET cAMP, C6 glioma cells; Prostaglandin E2 receptor EP2 subtype (Homo sapiens), P43116; C6 glioma cells expressing human EP2; cells stimulated with saturating PGE2; inhibition, % at 25 µM; actives 0.52% (n = 260,000); AID 1422, 2008;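 active = percent inhibition above 40 after rounding to a whole number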;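 also: rat C6 glioma host cells with rolipram phosphodiesterase inhibitor present; the protocol text gives 20 µM as final concentration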
Target sequence (P43116 whole entry, looked up): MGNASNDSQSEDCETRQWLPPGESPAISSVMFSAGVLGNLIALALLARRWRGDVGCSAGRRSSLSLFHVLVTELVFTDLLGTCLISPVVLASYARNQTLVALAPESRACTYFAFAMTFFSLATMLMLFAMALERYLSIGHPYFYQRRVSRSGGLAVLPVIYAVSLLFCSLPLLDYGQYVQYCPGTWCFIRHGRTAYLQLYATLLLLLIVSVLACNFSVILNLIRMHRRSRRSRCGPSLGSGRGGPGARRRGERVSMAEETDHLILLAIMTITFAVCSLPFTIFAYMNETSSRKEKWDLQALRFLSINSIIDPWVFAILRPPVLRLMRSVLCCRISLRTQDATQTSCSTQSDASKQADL
RBBP9 inhibitor = human RBBP9 inhibitors, primary screen, biochemical, fluorescence polarization, FP-Rh probe, HTS; actives 0.2% (n = 220,000); inhibition, % at 7.94 µM; Serine hydrolase RBBP9 (Homo sapiens), O75884; AID 1515, 2009; recombinant RBBP9;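 active = inhibition above the campaign mean of all tested compounds plus 3 SD, cut at about 14% in these data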;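 also: plate controls were DMSO wells with RBBP9 for no effect and wells lacking RBBP9 protein for full effect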
Target sequence (O75884 whole entry, looked up): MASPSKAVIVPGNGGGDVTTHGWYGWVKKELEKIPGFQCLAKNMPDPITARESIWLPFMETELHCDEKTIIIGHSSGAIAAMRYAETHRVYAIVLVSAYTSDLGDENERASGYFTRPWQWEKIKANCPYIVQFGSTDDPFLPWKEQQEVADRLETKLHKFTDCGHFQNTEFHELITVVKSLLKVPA
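Measured by: FP readout at 525/598 nm; material: recombinant human RBBP9; also added: Serine-hydrolase probe FP-Rh, 375 nM pre-mixing; medium: Tris buffer pH 8.0, NaCl, Pluronic; replication: one well per compound; doses: one concentration, 7.94 µM nominal, 0.794% DMSO; timing: preincubation 30 min plus labeling 45 min at 25 °C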
TbHK1 inh = Trypanosoma brucei hexokinase 1 inhibitors, primary screen, biochemical, G6PDH-coupled NADH absorbance, MLSCN library; hexokinase 1 [Trypanosoma brucei]; actives 0.11% (n = 220,000); recombinant TbHK1, G6PDH-coupled NADH A340; AID 1430, 2008; inhibition, % at 10 µM;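 active = inhibition of 50% or more in the single-dose primary screen; inactive = inhibition below 50%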
Ba/F3 V617F tox = reduced viability of JAK2V617F-dependent Ba/F3 cells, primary screen, JAK2V617F inhibitor project, cell-based, Ba/F3 EpoR-JAK2V617F, luminescence. ATP luminescence. inhibition, % at 5.6 µM. actives 1.1% (n = 220,000). AID 1446, 2008;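 active = inhibition above the campaign mean plus 3 SD over all tested compounds, cut at about 24% in these data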;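 also: cytokine-independent growth of Ba/F3 cells driven by EpoR plus mutant JAK2; 0% = DMSO-treated cells and 100% = JAK inhibitor I control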
BaF3 parental = parental Ba/F3 cell viability inhibition, counter-screen for JAK2V617F inhibitor project, murine pro-B, CellTiter-Glo luminescence | CellTiter-Glo ATP luminescence | inhibition, % at 5.6 µM | actives 1.1% (n = 220,000) | AID 1486, 2009;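 active = inhibition above a per-campaign cutoff, the mean inhibition of all tested compounds plus 3 SD, cut at about 27% in these data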;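 also: 0% = DMSO wells and 100% = JAK Inhibitor I control wells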
PPC-1+TRAIL kill = compounds killing PPC-1 cancer cells with TRAIL present, primary screen, TRAIL potentiator project, ATPLite luminescence, uHTS; PPC-1 cells + TRAIL, ATPLite viability luminescence; actives 0.41% (n = 220,000); cell killing (% activity), % at 4 µM;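 active = cell killing above 50% in the first pass at 4 µM, then a duplicate retest at 5 µM averaging 50% or more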;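 also: plate controls were cells with TRAIL plus DMSO for no effect and medium-only wells lacking cells for full effect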
NCF1 inh = p47phox/p22phox peptide binding inhibitors, primary screen, biochemical, uHTS, NADPH oxidase regulatory subunit; AID 1274, 2008; Neutrophil cytosol factor 1 (Homo sapiens), P14598; fluorescence polarization, 2 h; actives 0.53% (n = 220,000); inhibition, % at 24.7 µM;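 active = inhibition above about 30%, limit read from the data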;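 also: 0% = p47phox with labelled peptide and 100% = labelled peptide alone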
Target sequence (P14598 whole entry, looked up): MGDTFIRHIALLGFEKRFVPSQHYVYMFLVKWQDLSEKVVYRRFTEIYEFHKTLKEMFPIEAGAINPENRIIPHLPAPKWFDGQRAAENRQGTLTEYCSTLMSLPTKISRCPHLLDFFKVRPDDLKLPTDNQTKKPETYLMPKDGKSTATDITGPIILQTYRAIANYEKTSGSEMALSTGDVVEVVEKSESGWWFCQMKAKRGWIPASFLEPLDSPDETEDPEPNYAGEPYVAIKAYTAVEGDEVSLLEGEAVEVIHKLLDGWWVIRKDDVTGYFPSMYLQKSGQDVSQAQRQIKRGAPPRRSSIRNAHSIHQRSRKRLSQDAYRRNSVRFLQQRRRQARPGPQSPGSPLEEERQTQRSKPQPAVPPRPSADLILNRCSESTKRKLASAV
* = called active by the depositor; . = no result given; + = active, no number; & = joins results of further samples; [ ] = remark or other dose. The list is partial; count on the stated rates, not on these rows.

mol,p97 ATPase inh,Furin inhibitor,PGE2 EP2 inh,RBBP9 inhibitor,TbHK1 inh,Ba/F3 V617F tox,BaF3 parental,PPC-1+TRAIL kill,NCF1 inh
O=C(NCc1cccnc1)C1CCN(S(=O)(=O)N2CCOCC2)CC1,-1,-36,5,-8,3,-2,5,14,-1
COc1cc(O)c(C(CC(=O)N2CCCC2)c2cc(OC)c(OC)c(OC)c2)c(OC)c1 (stereo not given),.,-28,8,.,-4,.,.,13,1
CCOC(=O)c1c(-c2ccc(C)cc2)csc1NC(=S)NC(=O)c1ccccc1,-1,-9[20 µM],10,0,-17,-1,0,13,28
Cc1ccc2c(c1)C(=O)c1c(C(=O)O)cccc1-2,12,-27,10,0,-3,0,6,12,-2
Cc1cc(C)n(-c2cccc(Cl)c2C#N)n1,2,-21,8,1,-23,3,-4,-16,1
CSc1nc2cc3c(cc2n1C(=O)c1ccc(C)cc1)OCCO3,2,-24[20 µM],2,-6,3,-4,3,-16,-9
COc1ccccc1-c1noc(CCC(=O)Nc2cccc(C)c2)n1,2,-17,6,-4,24,0,-2,4,-13
c1ccc(Oc2nc(-c3ccccn3)nc3ccccc23)cc1,0,-6,14,-2,-11,-3,5,5,3
CCCc1nn(C)c2c(=O)[nH]c(-c3cc(S(=O)(=O)Nc4ccc(NC(C)=O)cc4)ccc3OCC)nc12,3,-21,7,3,-12,1,1,2,-2
CCCOc1ccc(N2C(=O)CC(N(CCCO)C(=O)CC)C2=O)cc1 (stereo not given),2,-11,9,-3,-14,-3,1,0,4
OC1(Cc2ccn[nH]2)CCCCC1,3,-31,6,-9,5,-2,1,-4,-9
COc1ccc(OC)c(C2Nc3nc4ccccc4n3C(C)=C2C(=O)Nc2ccc(C)cc2C)c1 (stereo not given),3,-3[20 µM],5,-5,3,-1,3,22,-18
CCC(C)c1ccc(NC(=O)COC(=O)c2nc3nccc(C)n3n2)cc1 (stereo not given),1,-28,10,0,-3,2,3,-5,-18
C/C(=N\NC(=O)NC1CCCCC1)c1ccco1,-1,-15,10,-8,-8,0,-1,-1,-5
Cc1nc(CN2CCN(C(=O)NC3(c4ccccc4)CC3)CC2)cs1,1,-13[20 µM],10,-1,-8,3,5,12[5 µM],-2
COc1cccc(CNC(=O)CCC2CCCN(C(=O)c3ccc(OC)o3)C2)c1 (stereo not given),0,-22,16,4,-2,1,5,1,2
FC(F)(F)c1cnc(N/N=C/c2ccncc2)c(Cl)c1,-5,13,5,-9,-72,2,-3,21,-8
Cc1cccc(NC(=O)Cn2cnc3ccc(S(=O)(=O)N4CCC(C)CC4)cc3c2=O)n1,1,-8,11,-11,-12,4,7,3,-59
CCc1nc(Cl)c(C#N)c2c1CSC(C)(C)C2,2,-15,6,-5,0,-4,1,7,1
COc1ccc(CC(=O)Nc2ccc(-c3noc(-c4ccccc4OC)n3)cc2)cc1,-8,-12[20 µM],7,-3,6,2,3,-32,0
CCCC(=O)Nc1nnc(SCC(=O)NCc2ccc3c(c2)OCO3)s1,-6,-15,5,-13,3,5,1,25,-2
O=C(NCC1COc2ccccc2O1)c1ccc(Cl)cc1 (stereo not given),0,-15,17,-6,-1,-2,0,3,-10
Cc1c(C)n(CCC(=O)O)c2ccccc12,2,-10,8&7,-3,9,3,2,-3,-13
COC(=O)NCC(c1cccnc1)N1CCN(c2ccccc2)CC1 (stereo not given),2,-24,12,-9,-6,1,11,.,0
O=C(c1ccco1)N1CCN(C(=O)c2ccc(COc3ccc4c(c3)CCC4)o2)CC1,-2,-21[20 µM],16,-7,-9,-3,4,15,-1
Cc1cc2cc3c(N)[nH]nc3nc2cc1C,-3,1[20 µM],3,2,-1,4,6,0,-13
Cn1c(SCC(=O)Nc2ccc3cn[nH]c3c2)nnc1-c1cnccn1,3,-21,-1,-8,3,-1,4,21,-8
COCC1CCCN(Cc2cn(Cc3ccccc3)nc2-c2cc3ccccc3o2)C1 (stereo not given),-3,-20,6,1,12,1,5,17,-8
Cc1ccc(NC(=S)Nc2cccc3cnccc23)cc1,5,-16,7,-4,-4,-2,9,27,-8
CCCCNC(=O)CSc1nnc(-c2ccc(S(=O)(=O)N3CCCC3)cc2)n1C,1,-20[20 µM],-4,0,0,0,4,19,-4

mol,p97 ATPase inh,Furin inhibitor,PGE2 EP2 inh,RBBP9 inhibitor,TbHK1 inh,Ba/F3 V617F tox,BaF3 parental,PPC-1+TRAIL kill,NCF1 inh
CCN(CC)C(=O)c1sc(NC(=O)c2c(OC)cccc2OC)c(C#N)c1C,2,-12,5,-11,-6,-1,1,-4,-18
CCCCC(=O)Nc1cc(Cl)ccc1C(=O)O,2,-15,9,-2,0,4,4,21,0
O=S(=O)(c1ccc(Br)cc1)N1CCCN(Cc2ccccc2F)CC1,-6,-6,7,0,-4,-1,-1,11,-2
CN(C)S(=O)(=O)c1cccc(NC(=O)COC(=O)c2cc3ccccc3oc2=O)c1,-7,-10,9,-8,-5,4,-2,-13,-4
COc1ccc(OC)c2c(C)cc(N3CCN(C(=O)c4ccc(Cl)cc4)CC3)nc12,-2,-3[20 µM],10,-5,-18,-4,4,0,-15
Cc1ccc2[nH]c(=O)c3cc(C(=O)NCC4CCCO4)sc3c2c1 (stereo not given),2,-23,2,-2,-27,-1,8,5,8
Cc1cc(C)n(-c2cccc3cccnc23)n1,2,-22[20 µM],4,-3,-2,-2,2,18,-6
Cc1cccc(-n2c(C)cc(/C=C3\C(=N)N4N=C(CC(C)C)SC4=NC3=O)c2C)c1,9,-12,6,1,34,-2,4,1,-19
O=C(C1CCC1)N1CCc2cc(S(=O)(=O)Nc3ccc4c(c3)OCCO4)ccc21,6,-12,16,-4,-2,-2,4,8,-7
C/C(=N\NC(=O)c1nn(C)cc1Br)c1ccncc1,-1,-19,14,1,13,0,4,26,-10
Cc1occc1C(=O)Nc1cccc(C(F)(F)F)c1,0,-18[20 µM],4,-1,2,-2,6,12,-25
Cc1ccc(N2C(=O)CSC2c2cccnc2)cc1F (stereo not given),1,-4,3,-1,55*,-3,2,17,-1
COc1ccc(NC(=O)CN2CCC(NC(=O)C3CCCCC3)CC2)c([N+](=O)[O-])c1,3,-14,1,-5,-8,-2,4,.,0
C=CCOC(=O)Nc1snnc1C,-5,-10[20 µM],6,-12,1,4,3,38,-4
CC(C)Cc1cc(C(=O)Nc2cc(Br)ccc2O)no1,2,-30,12,-19,10,0,1,26,-25
Nc1n[nH]c(-c2ccc(F)cc2)n1,3,-25,6,-6,4,-2,2,-4,-14
COc1ccc(/C=N/Nc2nonc2N)cc1,5,-7[20 µM],10,1,-21,-5,-2,12,-9
O=C(COC(=O)c1c2ccccc2cc2ccccc12)NCC(F)(F)F,4,-35,14,-7,-7,-5,2,1,-11
CCOP(=O)(c1ccccc1)c1nc(-c2ccc(F)cc2)oc1N1CCCCC1 (stereo not given),-5,-4,12,5,-29,-4,3,4,-13
O=c1[nH]c(SCc2nc3ccccc3c(=O)n2-c2ccccc2)nc2ccccc12,4,-11,5,-6,1,-2,1,2,0
O=C(NCc1ccco1)C1CCCN(S(=O)(=O)Cc2ccccc2)C1 (stereo not given),4,-21[20 µM],5&7,0,-5,-5,1,30,2
CCSc1nnc(NC(=O)CCNS(=O)(=O)c2cc(Br)cnc2N)s1,3,-4[20 µM],16,-5,-2,-3,2,20,-25
CCCOC(=O)C[N+](C)(C)CCOC1CC2CCC1(C)C2(C)C (stereo not given),2,-19,13,-1,2,30*,46*,13,-4
O=C(NCCN1CCc2ccccc2C1)C1CC(=O)N(C2CCCC2)C1 (stereo not given),4,-17,16,-5,-5,-3,3,42,-8
CC(C)(C)NC(=O)c1ccccc1NC(=O)C1CCCO1 (stereo not given),-5,-9,6,-7,9,4,7,-10,1
CCN1C2=NCCCN2c2ccccc21,-6,-9,5,-10,4,6,4,4,-12
CC(=O)Nc1ccc(S(=O)(=O)N2CCN(C(=O)c3ccccc3F)CC2)cc1,4,-17[20 µM],4,-3,7,-1,6,-3,-2
CCC(C)(C(=O)NC1CCCC1)N(C(=O)c1cnccn1)c1ccccc1 (stereo not given),-8,-8,.,-10,-3,3,1,-10,-18
CCc1ccc(C2c3[nH]c4ccccc4c3CCN2C(=O)c2cc[n+]([O-])cc2)cc1 (stereo not given),-7,-3,7,-13,-13,1,0,25,-9
O=C(COC(=O)C1CC(=O)N(Cc2ccccc2)C1)Nc1ccc(Cl)cc1F (stereo not given),-1,-12,5,-10,1,1,3,11,1

Looked up one by one from above (2):
mol,p97 ATPase inh,Furin inhibitor,PGE2 EP2 inh,RBBP9 inhibitor,TbHK1 inh,Ba/F3 V617F tox,BaF3 parental,PPC-1+TRAIL kill,NCF1 inh
C=CCOC(=O)Nc1snnc1C,-5,-10[20 µM],6,-12,1,4,3,38,-4
CC(C)(C)NC(=O)c1ccccc1NC(=O)C1CCCO1 (stereo not given),-5,-9,6,-7,9,4,7,-10,1

Continued.
mol,p97 ATPase inh,Furin inhibitor,PGE2 EP2 inh,RBBP9 inhibitor,TbHK1 inh,Ba/F3 V617F tox,BaF3 parental,PPC-1+TRAIL kill,NCF1 inh
Cc1cc(C)nc(SC(C)C(=O)Nc2ccc(S(N)(=O)=O)cc2)n1 (stereo not given),3,-6[20 µM],1,-2,4,0,4,21,0
CCc1ccc(CN2CC(C(=O)O)CC2=O)cc1 (stereo not given),1,-26[20 µM],5,-5,1,-1,2,5,-2
C=CCSc1nnc(-c2ccncc2)n1-c1ccc(OCC)cc1,-1,-10[20 µM],9,4,8,0,4,-15,+
COc1ccccc1N1CCN(CCCCOc2cccc3ccccc23)CC1,-7,2,4,-5,10,10,11,28,-3
CC1CCN(C(=O)CSc2nnc(CNC(=O)COc3ccc(Cl)cc3)o2)CC1,2,-22[20 µM],17,12,-2,-1,6,14,1
COc1ccc(CNC(=O)[C@H](C)NC(=O)C2CCN(S(=O)(=O)c3ccc(C)cc3)CC2)cc1,4,-17,6,-2,7,-2,4,11,-7
CCN(CC)CCN1C(=O)C(=O)/C(=C(/O)c2cnn(-c3ccccc3)c2C)C1c1ccc(C)o1 (stereo not given),-2,11[20 µM],4,-3,-20,-3,4,17,-9
Cc1cccc(NC2=NCC(=O)N2Cc2ccccc2)c1,6,-11[20 µM],17,-4,2,4,2,16,-4
NCCCCc1cn(CC(=O)N2CCNCC2)nn1,5,-26,8,-4,6,-1,1,15,6
O=C(NN=C1CCCC1)c1[nH]c2ccc(Br)cc2c1-c1ccccc1,8,-1,7,3,-24,-5,6,11,-3
N#CCC(=O)c1ccccc1Oc1ccc(Cl)cc1,-8,-2,0,-5,9,5,11,12,-21
